Compound activity as filed in PubChem.
MOR-DOR ag: OPRM1-OPRD1 heterodimerization agonism; cells, luminescence; activation, % at 9.3 µM; 340,000 compounds, 0.3% hits; AID 504326; in the data active = activation above about 18%;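 note: 0% = vehicle-treated cells and 100% = reference agonist; values of inactives mirror those of a sister screen read the other way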
OPRM1-OPRD1 inv: inverse agonists of human mu-delta opioid receptor heterodimerization; P35372+P41143; cell-based MOR-DOR heterodimer luminescence, inverse agonism; inhibition, % at 9.3 µM; 340,000 compounds, 0.21% hits; AID 504357; in the data active = inhibition above about 22%, passing the limit was not always enough;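 note: 0% = cells with DMSO and 100% = wells without cells with DMSO; values of inactives mirror those of a sister screen read the other way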
V-ATPase pHluor: regulators of yeast V-ATPase proton transport | 350,000 compounds, 0.37% hits | S. cerevisiae, pHLuorin cytosolic pH fluorescence | response, % at 10 µM | AID 504577; in the data active = response mostly above about 7.3%, no sharp cut-off; inactive = mostly below about 5.4%; note: actives read high; inactives centre near 0; some compounds called inactive have numbers as strong as hits; reference of the scale not given here
HTR5A ag: HTR5A agonism, opioid heterodimer counter-screen; P47898; HTR5A agonist assay, luminescence, cell-based; activation, % at 9.3 µM; 340,000 compounds, 0.61% hits; AID 504692; in the data active = activation mostly above about 9.5%, no sharp cut-off; inactive = mostly below about 7.6%;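 note: 0% = cells with vehicle only and 100% = reference agonist; strong numbers were not always called active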
Target sequence (P47898 whole entry, looked up): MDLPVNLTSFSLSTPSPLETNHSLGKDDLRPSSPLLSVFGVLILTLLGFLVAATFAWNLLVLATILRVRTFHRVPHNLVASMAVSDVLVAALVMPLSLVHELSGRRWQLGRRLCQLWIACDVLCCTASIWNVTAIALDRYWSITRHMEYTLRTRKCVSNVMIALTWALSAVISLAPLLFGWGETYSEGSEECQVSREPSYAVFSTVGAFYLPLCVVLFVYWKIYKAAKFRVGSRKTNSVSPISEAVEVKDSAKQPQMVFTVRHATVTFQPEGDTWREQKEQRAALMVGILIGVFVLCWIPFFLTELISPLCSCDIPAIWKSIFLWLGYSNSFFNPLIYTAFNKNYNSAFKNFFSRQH
Pemphigus Ab inh: human desmoglein-3 autoantibody binding inhibition. binding (percent of control), % at 10 µM. DSG3-coupled beads, scFv-anti-DSG3-GFP binding, flow cytometry; active compounds read low. 310,000 compounds, 0.48% hits. P32926;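 active = binding more than 3 SD below its plate's average and above zero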;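 note: hits lower antibody fragment binding to DSG3; some compounds called inactive have numbers as strong as hits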
HTR5A inv ag: inverse agonist of human HTR5A in OPRM1-OPRD1 counter-screen; P47898; HTR5A cell line, luminescence, inverse agonism; inhibition, % at 9.3 µM; 340,000 compounds, 0.083% hits; AID 504634; in the data active = inhibition mostly above about 23%, no sharp cut-off; inactive = mostly below about 18%;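 note: 0% = cells with DMSO and 100% = no-cell wells with DMSO; some compounds called inactive have numbers as strong as hits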
PKA-R2B activ: activators of human PKA-R2B complex; P22694+P31323; PKA-R2B holoenzyme dissociation, Cy5-IP20 fluorescence polarization; R2B truncated from residue 108, S112A mutant; 0% DMSO only, 100% 113 µM cGMP; activation, % at 11.4 µM; 340,000 compounds, 0.079% hits; AID 504700;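 active = activation above a cutoff set at the mean over all compounds plus 3 SD, cut at about 18% in these data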;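 note: higher means more holoenzyme dissociation and a rise in polarization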
Arrestin-AP2 inh: human beta-arrestin and AP2 interaction inhibition | FITC-arrestin peptide / GST-AP2 beads, flow cytometry; AP2 beta2 appendage carries R879A mutation | inhibition, % at 10 µM | 340,000 compounds, 0.31% hits | AID 504490;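 active = inhibition above a set limit, near 3 SD of compounds lacking own fluorescence, cut at about 54% in these data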;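 note: plate controls were DMSO wells for no effect and 5 µM unlabelled arrestin peptide for full effect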
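Assay system: GST-AP2 R879A bound to glutathione beads, E. coli-expressed; Medium: PBS with 0.05% Tween 20 and 0.1% BSA; Also added: fluorescein-tagged arrestin peptide at 50 nM final; Timing: 12 min plus 1 h, RT; Measured by: flow cytometry, FL1 (488/535 nm); Evaluation: percent drop in bead-associated FITC signal.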
DAGLB inh: diacylglycerol lipase beta (human) inhibition; inhibition, % at 5.17 µM; HEK293T DAGLB membrane lysate, EnzChek fluorogenic substrate; 340,000 compounds, 0.059% hits; Q8NCG7; in the data active = inhibition above about 34%;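 note: 0% = enzyme with vehicle and 100% = wells lacking enzyme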
Target sequence (Q8NCG7 whole entry, looked up): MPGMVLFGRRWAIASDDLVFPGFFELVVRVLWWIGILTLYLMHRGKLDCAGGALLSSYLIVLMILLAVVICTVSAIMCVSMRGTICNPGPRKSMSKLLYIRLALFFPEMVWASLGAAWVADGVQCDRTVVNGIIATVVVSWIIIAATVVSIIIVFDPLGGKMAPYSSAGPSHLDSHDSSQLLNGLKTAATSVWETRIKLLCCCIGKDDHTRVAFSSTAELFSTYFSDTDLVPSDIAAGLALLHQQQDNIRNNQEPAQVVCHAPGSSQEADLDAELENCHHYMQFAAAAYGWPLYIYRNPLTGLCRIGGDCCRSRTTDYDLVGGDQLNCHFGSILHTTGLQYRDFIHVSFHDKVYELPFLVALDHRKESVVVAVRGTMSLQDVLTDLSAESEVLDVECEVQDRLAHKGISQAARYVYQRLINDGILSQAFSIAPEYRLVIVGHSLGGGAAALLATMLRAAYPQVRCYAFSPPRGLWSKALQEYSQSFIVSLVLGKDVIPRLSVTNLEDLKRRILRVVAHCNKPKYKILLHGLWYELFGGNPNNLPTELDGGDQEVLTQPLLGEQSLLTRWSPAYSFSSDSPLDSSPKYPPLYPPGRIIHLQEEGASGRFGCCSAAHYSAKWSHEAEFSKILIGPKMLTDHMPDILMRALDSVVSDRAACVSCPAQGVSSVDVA
PKA-R1A activ: activates the PKA-R1A holoenzyme complex; activation, % at 11.4 µM; P00514+P68181; PKA-R1A dissociation, Cy5-IP20 fluorescence polarization; scaled: DMSO 0%, 113 µM cGMP 100%; 340,000 compounds, 0.083% hits; AID 504707;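 active = percent activation above the mean of all tested compounds plus 3 SD, cut at about 19% in these data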;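 note: higher means more PKAc released from R1A so a rise in polarization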
Active calls of the source: *.

How did Cc1cccc(C)c1NC(=O)COC(=O)c1ccc([N+](=O)[O-])o1 do in these assays?
MOR-DOR ag: -1.1; OPRM1-OPRD1 inv: 5; V-ATPase pHluor: -1; HTR5A ag: 3; Pemphigus Ab inh: 94; HTR5A inv ag: -8; PKA-R2B activ: 5; Arrestin-AP2 inh: -14; DAGLB inh: 0; PKA-R1A activ: -7

What do the screens show for `Cc1cccc(OCC(=O)N2CCC3(CC2)CC(=O)c2ccccc2O3)c1`?
MOR-DOR ag: -1.8; OPRM1-OPRD1 inv: 10; V-ATPase pHluor: 5; HTR5A ag: -4; Pemphigus Ab inh: 113; HTR5A inv ag: 11; PKA-R2B activ: 4; Arrestin-AP2 inh: -8; DAGLB inh: -1; PKA-R1A activ: -5

What do the screens show for `Cc1nc(N/N=C/c2ccc(O)cc2)c2cnn(-c3ccccc3)c2n1`?
MOR-DOR ag: -1.6; OPRM1-OPRD1 inv: 8; V-ATPase pHluor: -2; HTR5A ag: 2; Pemphigus Ab inh: 107; HTR5A inv ag: 23; PKA-R2B activ: 2; Arrestin-AP2 inh: -1; DAGLB inh: 2; PKA-R1A activ: 5

What do the screens show for `CCOc1ccc2oc(C(=O)NC(C)(C)CC)c(C)c2c1`?
MOR-DOR ag: 2.9; OPRM1-OPRD1 inv: -16; V-ATPase pHluor: 5; HTR5A ag: 2; Pemphigus Ab inh: 106; HTR5A inv ag: -34; PKA-R2B activ: 2; Arrestin-AP2 inh: 5; DAGLB inh: -8; PKA-R1A activ: -4

How did COc1ccccc1OCC(=O)Nc1cc(NC(=O)COc2ccccc2OC)cc(C(=O)O)c1 do in these assays?
MOR-DOR ag: -1.2; OPRM1-OPRD1 inv: 7; V-ATPase pHluor: 2; HTR5A ag: 0; Pemphigus Ab inh: 110; HTR5A inv ag: -2; PKA-R2B activ: 4; Arrestin-AP2 inh: 11; DAGLB inh: 2; PKA-R1A activ: -4

What do the screens show for `O=C(O)c1ccc(Cl)c(S(=O)(=O)NCc2ccco2)c1`?
MOR-DOR ag: -0.7; OPRM1-OPRD1 inv: 4; V-ATPase pHluor: 1; HTR5A ag: -1; Pemphigus Ab inh: 98; HTR5A inv ag: 2; PKA-R2B activ: 9; Arrestin-AP2 inh: 8; DAGLB inh: -3; PKA-R1A activ: -7

What do the screens show for `O=S(=O)(N/N=C\c1ccc(-c2ccccc2Cl)o1)c1ccccc1`?
MOR-DOR ag: -2.8; OPRM1-OPRD1 inv: 17; V-ATPase pHluor: 1; HTR5A ag: 0; HTR5A inv ag: -84; PKA-R2B activ: -14; Arrestin-AP2 inh: 5; DAGLB inh: -1; PKA-R1A activ: 7

How did CCOc1ccc(NC(=O)CN2CCN(CC(=O)Nc3ccc4c(c3)OCCO4)CC2)cc1 do in these assays?
MOR-DOR ag: -5.4; OPRM1-OPRD1 inv: 22; V-ATPase pHluor: -1; HTR5A ag: 0; Pemphigus Ab inh: 110; HTR5A inv ag: 7; PKA-R2B activ: -6; Arrestin-AP2 inh: 22; DAGLB inh: 0; PKA-R1A activ: -6

What do the screens show for `CC(=O)c1cc(Cl)ccc1OCC(=O)Nc1cccc(S(=O)(=O)N2CCCC2)c1`?
MOR-DOR ag: 2.7; OPRM1-OPRD1 inv: -11; V-ATPase pHluor: 4; HTR5A ag: -1; Pemphigus Ab inh: 101; HTR5A inv ag: 3; PKA-R2B activ: -1; Arrestin-AP2 inh: -6; DAGLB inh: -1; PKA-R1A activ: 1

What do the screens show for `Cc1cc(=O)[nH]c(N/N=C/C(C)c2ccccc2)n1` (stereo not drawn)?
MOR-DOR ag: -2.2; OPRM1-OPRD1 inv: 11; V-ATPase pHluor: -4; HTR5A ag: 6; Pemphigus Ab inh: 88; HTR5A inv ag: -10; PKA-R2B activ: -5; Arrestin-AP2 inh: 4; DAGLB inh: -2; PKA-R1A activ: -5

What do the screens show for `[O-]/C(=C(\C(=S)Nc1ccc(SC(F)F)cc1)[n+]1ccccc1)c1ccc(Cl)cc1Cl`?
MOR-DOR ag: 1.9; OPRM1-OPRD1 inv: -9; V-ATPase pHluor: -1; HTR5A ag: 7; Pemphigus Ab inh: 95; HTR5A inv ag: -4; PKA-R2B activ: -5; Arrestin-AP2 inh: 4; DAGLB inh: -1; PKA-R1A activ: 1

What do the screens show for `COc1cc2c(cc1OC)CN(CCC(=O)c1ccc(Br)cc1)CC2`?
MOR-DOR ag: 0.5; OPRM1-OPRD1 inv: -2; V-ATPase pHluor: 1; HTR5A ag: 4; Pemphigus Ab inh: 125; HTR5A inv ag: 8; PKA-R2B activ: 3; Arrestin-AP2 inh: 31; DAGLB inh: 6; PKA-R1A activ: -6

How did C/C(Nc1ccc(Cl)cc1)=C1/CCOC1=O do in these assays?
MOR-DOR ag: 1.1; OPRM1-OPRD1 inv: -5; V-ATPase pHluor: -4; HTR5A ag: 3; Pemphigus Ab inh: 92; HTR5A inv ag: -13; PKA-R2B activ: -14; Arrestin-AP2 inh: 8; DAGLB inh: 2; PKA-R1A activ: -4

Results for O=C(c1ccccn1)N1CCCC(N2CCN(c3cccc(C(F)(F)F)c3)CC2)C1 (stereo not drawn) ?
MOR-DOR ag: -2.8; OPRM1-OPRD1 inv: 14; V-ATPase pHluor: 2; HTR5A ag: 1; Pemphigus Ab inh: 108; HTR5A inv ag: -11; PKA-R2B activ: -9; Arrestin-AP2 inh: -5; DAGLB inh: 4; PKA-R1A activ: 3

What do the screens show for `COc1ccc(-c2sc3cc4c(cc3c2-c2ccc(OCCN3CCOCC3)cc2)OCO4)cc1`?
MOR-DOR ag: -0.7; OPRM1-OPRD1 inv: 3; V-ATPase pHluor: 1; HTR5A ag: 3; Pemphigus Ab inh: 98; HTR5A inv ag: -13; PKA-R2B activ: -1; Arrestin-AP2 inh: -4; DAGLB inh: -5; PKA-R1A activ: -4

Results for CC(C)(C)c1cc[n+](-c2[nH]c(=O)sc2/C=N/N=C(\[O-])c2ccccc2)cc1 ?
MOR-DOR ag: -0.6; OPRM1-OPRD1 inv: 3; V-ATPase pHluor: 5; HTR5A ag: 2; HTR5A inv ag: -8; PKA-R2B activ: 2; Arrestin-AP2 inh: -2; DAGLB inh: 0; PKA-R1A activ: -9

How did Cc1ccc(Sc2cnc3ccccc3n2)cc1 do in these assays?
MOR-DOR ag: 5.0; OPRM1-OPRD1 inv: -27; V-ATPase pHluor: 0; HTR5A ag: 3; Pemphigus Ab inh: 97; HTR5A inv ag: -8; PKA-R2B activ: -10; Arrestin-AP2 inh: 1; DAGLB inh: -8; PKA-R1A activ: -12

How did Cc1cc(=S)[nH]c2ccccc12 do in these assays?
MOR-DOR ag: -2.3; OPRM1-OPRD1 inv: 12; V-ATPase pHluor: 4; HTR5A ag: -6; HTR5A inv ag: 14; PKA-R2B activ: 6; Arrestin-AP2 inh: 11; DAGLB inh: -1; PKA-R1A activ: 4

Results for O=C(N/N=C/c1ccc(Br)s1)c1ccccc1[N+](=O)[O-] ?
MOR-DOR ag: 5.9; OPRM1-OPRD1 inv: -33; V-ATPase pHluor: 7; HTR5A ag: 2; HTR5A inv ag: -10; PKA-R2B activ: -8; Arrestin-AP2 inh: -1; DAGLB inh: 2; PKA-R1A activ: 9

Results for O=C(c1cc(COc2ccc(F)cc2Cl)on1)N1CCC(c2ccncc2)CC1 ?
MOR-DOR ag: 1.4; OPRM1-OPRD1 inv: -7; V-ATPase pHluor: 0; HTR5A ag: 2; Pemphigus Ab inh: 111; HTR5A inv ag: -7; PKA-R2B activ: 1; Arrestin-AP2 inh: -8; DAGLB inh: -1; PKA-R1A activ: -4

How did O=C(C[n+]1cccc(/C=N/O)c1)N(Cc1ccccc1)Cc1ccccc1 do in these assays?
MOR-DOR ag: -1.4; OPRM1-OPRD1 inv: 7; V-ATPase pHluor: 0; HTR5A ag: 1; Pemphigus Ab inh: 112; HTR5A inv ag: -7; PKA-R2B activ: -2; Arrestin-AP2 inh: -4; DAGLB inh: -2; PKA-R1A activ: 0

Results for CSc1ncc(Cl)c(C(=O)Nc2ccccc2[N+](=O)[O-])n1 ?
MOR-DOR ag: -2.1; OPRM1-OPRD1 inv: 10; V-ATPase pHluor: 0; HTR5A ag: 1; Pemphigus Ab inh: 121; HTR5A inv ag: -5; PKA-R2B activ: 11; Arrestin-AP2 inh: -2; DAGLB inh: -3; PKA-R1A activ: -2

Results for CC(C)CC(C(=O)O)N1C(=O)[C@@H]2[C@H](C1=O)[C@@H]1C[C@H]2C(Br)C1Br (stereo partly drawn) ?
MOR-DOR ag: -2.3; OPRM1-OPRD1 inv: 12; V-ATPase pHluor: -1; HTR5A ag: 0; Pemphigus Ab inh: 112; HTR5A inv ag: 0; PKA-R2B activ: -6; Arrestin-AP2 inh: -1; DAGLB inh: 1; PKA-R1A activ: -10

How did Cc1onc(-c2ccccc2)c1C(=O)Nc1nnc(N2CCCCCC2)s1 do in these assays?
MOR-DOR ag: -5.5; OPRM1-OPRD1 inv: 28; V-ATPase pHluor: 7; HTR5A ag: -8; Pemphigus Ab inh: 104; HTR5A inv ag: 25*; PKA-R2B activ: -6; Arrestin-AP2 inh: 14; DAGLB inh: 3; PKA-R1A activ: -1

How did CC(C)c1ccc(Cc2nnc(NCCCO)[nH]c2=O)cc1 do in these assays?
MOR-DOR ag: -3.4; OPRM1-OPRD1 inv: 18; V-ATPase pHluor: 0; HTR5A ag: 1; Pemphigus Ab inh: 101; HTR5A inv ag: -5; PKA-R2B activ: -4; Arrestin-AP2 inh: -10; DAGLB inh: -2; PKA-R1A activ: -11

Arranged by SMILES length (highest first): three of the compounds above
How did Cc1onc(-c2ccccc2)c1C(=O)Nc1nnc(N2CCCCCC2)s1 do in these assays?
MOR-DOR ag: -5.5; OPRM1-OPRD1 inv: 28; V-ATPase pHluor: 7; HTR5A ag: -8; Pemphigus Ab inh: 104; HTR5A inv ag: 25*; PKA-R2B activ: -6; Arrestin-AP2 inh: 14; DAGLB inh: 3; PKA-R1A activ: -1

Results for CSc1ncc(Cl)c(C(=O)Nc2ccccc2[N+](=O)[O-])n1 ?
MOR-DOR ag: -2.1; OPRM1-OPRD1 inv: 10; V-ATPase pHluor: 0; HTR5A ag: 1; Pemphigus Ab inh: 121; HTR5A inv ag: -5; PKA-R2B activ: 11; Arrestin-AP2 inh: -2; DAGLB inh: -3; PKA-R1A activ: -2

How did Cc1cc(=S)[nH]c2ccccc12 do in these assays?
MOR-DOR ag: -2.3; OPRM1-OPRD1 inv: 12; V-ATPase pHluor: 4; HTR5A ag: -6; HTR5A inv ag: 14; PKA-R2B activ: 6; Arrestin-AP2 inh: 11; DAGLB inh: -1; PKA-R1A activ: 4
